Compound activity from PubChem BioAssay.
All columns: NCI-60 one-dose screen, growth in % after 48 h at 10 µM unless noted; 100 = growth as untreated, 0 = no growth, -100 = all killed.
HL-60(TB) – HL-60(TB) leukemia cells; AID 1794776; 78,000 tested, 9% active; active means growth percent below 10
An asterisk follows results filed as active; & = joins results of further samples.

SMILES	HL-60(TB)
Cc1oncc1C(=O)Nc1ccc(C(F)(F)F)cc1	88
[2H]c1nc(Nc2ncc3cc(C(=O)N(C)C)n(C4CCCC4)c3n2)c([2H])c([2H])c1N1C([2H])([2H])C([2H])([2H])NC([2H])([2H])C1([2H])[2H]	15
CC(/C=C/c1ccc(Cl)cc1)=N\OCC(N)=O	65
Nc1ccc(S(=O)(=O)NCc2ccccc2)cc1	94
c1ccc(CNCCNCc2ccccc2)cc1	105
CCCCOC(=O)c1ccc(N)cc1	108&109
CN(C)CCC[C@@]1(c2ccc(F)cc2)OCc2cc(C#N)ccc21	119
Cc1ccc([C@@H]2C[C@@H]3Cc4ccc5ccccc5c4N2O3)o1	107
Cn1cc(C(=O)c2nc(-c3cn(C)c4ccccc34)no2)c2ccccc21	99
C#C[C@]1(OC(C)=O)CCC2C3CCC4=C/C(=N/O)CCC4C3CC[C@@]21CC (stereo partly specified)	79
C=CC(=O)Nc1cc2c(Nc3ccc(F)c(Cl)c3)ncnc2cc1OCCCN1CCOCC1	-27*
O=C1NC(=O)C(c2cnc3ccccn23)=C1c1cn2c3c(cc(F)cc13)CN(C(=O)N1CCCCC1)CC2	48
O=C(O)/C=C\c1ccc(O)cc1	98
CCCCCCCCCCCCCCC/C=C\C(=O)O	126
OCC(O)CN1CCN(c2ccccc2)CC1 (stereo unspecified)	103
O=C(Nc1cccc(Br)c1)Nc1ccc2nc(NS(=O)(=O)c3ccc4ccccc4c3)sc2c1	100
Cc1cc(-c2cc(O)ccc2Cl)cc2nnc(Nc3ccc(OCCN4CCCC4)cc3)nc12	-64*
CN1CCN(c2cc3c(cc2F)c(=O)c(C(=O)O)cn3-c2ccc(F)cc2)CC1	99
CS(=O)(=O)N1CCc2c(-c3cnc(N)nc3)nc(N3CCOCC3)nc21	35
COc1cc(N2CCC(N(C)C)CC2)ccc1Nc1ncc(Cl)c(Nc2ccccc2P(C)(C)=O)n1	10
Cc1cnc(NC(=O)Nc2cc(Br)c(C)cc2OC[C@@H]2CNCCO2)cn1	-25*
Nc1cc(=O)[nH]c(N)n1	92
C#CC(=O)N(c1ccc(OC)cc1OC)C(C(=O)NCC(=O)OCC)c1cccs1 (stereo unspecified)	-51*
CCCN(CCC)C(=O)C(CCC(=O)O)NC(=O)c1ccccc1 (stereo unspecified)	108
COC(=O)Nc1nc2ccc(S(=O)c3ccccc3)cc2[nH]1 (stereo unspecified)	23
SMILES	HL-60(TB)
O=C(Nc1ccc(OCc2ccc(C(F)(F)F)cc2)cc1)c1ccc2nc(NS(=O)(=O)c3ccc4ccccc4c3)sc2c1	92
COc1ccc(C2CC(c3ccc(N(C)C)cc3)=NN2c2ccc(S(=O)(=O)NC(=O)NCc3ccccc3)cc2)cc1 (stereo unspecified)	87
Cc1ccc(COc2ccc(NC(=O)c3ccc4nc(NS(=O)(=O)c5ccc6ccccc6c5)sc4c3)cc2)cc1	94
O=C(Nc1ccc([N+](=O)[O-])cc1)Nc1ccc([N+](=O)[O-])cc1	83
CCN(CC)S(=O)(=O)c1ccc(C(=O)O)cc1	90
CC(/C=C/c1ccccc1)=N\OC(C)C(=O)NC(C)C (stereo unspecified)	85
COC(=O)Nc1nc2ccc(C(=O)C3CC3)cc2[nH]1	-56*
COc1ccc(F)c(F)c1C(=O)c1cnc(NC2CCN(S(C)(=O)=O)CC2)nc1N	-32*
Cn1cnc2c(F)c(Nc3ccc(Br)cc3F)c(C(=O)NOCCO)cc21	17
Cc1nc(Nc2n[nH]c3c2CN(C(=O)N[C@H](CN(C)C)c2ccccc2)C3(C)C)c2sccc2n1	-31*
NC(=O)NC(=O)Cc1ccccc1	95
COc1cc(C(=O)NCCCCCC(=O)O)cc(OC)c1OC	96
COc1ccc2c(c1)c(-c1nnc(N)nc1-c1cn(C)c3ccc(F)cc13)cn2C	72
O=c1[nH]ccc2cc(OC3CCNCC3)ccc12	86
Cc1cc(O)c2c(c1)C(=O)c1cccc(O)c1C2=O	51

Compounds above that have four or more nitrogen atoms:
SMILES	HL-60(TB)
[2H]c1nc(Nc2ncc3cc(C(=O)N(C)C)n(C4CCCC4)c3n2)c([2H])c([2H])c1N1C([2H])([2H])C([2H])([2H])NC([2H])([2H])C1([2H])[2H]	15
Cn1cc(C(=O)c2nc(-c3cn(C)c4ccccc34)no2)c2ccccc21	99
C=CC(=O)Nc1cc2c(Nc3ccc(F)c(Cl)c3)ncnc2cc1OCCCN1CCOCC1	-27*
O=C1NC(=O)C(c2cnc3ccccn23)=C1c1cn2c3c(cc(F)cc13)CN(C(=O)N1CCCCC1)CC2	48
O=C(Nc1cccc(Br)c1)Nc1ccc2nc(NS(=O)(=O)c3ccc4ccccc4c3)sc2c1	100
Cc1cc(-c2cc(O)ccc2Cl)cc2nnc(Nc3ccc(OCCN4CCCC4)cc3)nc12	-64*
CS(=O)(=O)N1CCc2c(-c3cnc(N)nc3)nc(N3CCOCC3)nc21	35
COc1cc(N2CCC(N(C)C)CC2)ccc1Nc1ncc(Cl)c(Nc2ccccc2P(C)(C)=O)n1	10
Cc1cnc(NC(=O)Nc2cc(Br)c(C)cc2OC[C@@H]2CNCCO2)cn1	-25*
Nc1cc(=O)[nH]c(N)n1	92
COc1ccc(C2CC(c3ccc(N(C)C)cc3)=NN2c2ccc(S(=O)(=O)NC(=O)NCc3ccccc3)cc2)cc1 (stereo unspecified)	87
O=C(Nc1ccc([N+](=O)[O-])cc1)Nc1ccc([N+](=O)[O-])cc1	83
COc1ccc(F)c(F)c1C(=O)c1cnc(NC2CCN(S(C)(=O)=O)CC2)nc1N	-32*
Cn1cnc2c(F)c(Nc3ccc(Br)cc3F)c(C(=O)NOCCO)cc21	17
Cc1nc(Nc2n[nH]c3c2CN(C(=O)N[C@H](CN(C)C)c2ccccc2)C3(C)C)c2sccc2n1	-31*
COc1ccc2c(c1)c(-c1nnc(N)nc1-c1cn(C)c3ccc(F)cc13)cn2C	72

Only part of the results is shown; the hit share may differ from the screen's.
